Bioassay records (PubChem BioAssay)
E-sel inducer = induces E-selectin expression in human endothelial cells; activation, % at 7.58 µM; HUVEC E-selectin immunofluorescence imaging; normalized: neutral wells 0, TNF-alpha wells 100; hit rate 0.37% among 260,000; P16581;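 active = mean E-selectin-positive cell signal at least 10% of the positive control, reached in at least 60% of replicates, without over 20% cell loss; inconclusive = no rule given, readout overlaps actives, possibly toxicity-flagged; inactive = the rest, including those meeting only one limit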;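 note: in these data hits start at about 27%; measured in HUVEC primary endothelial cells; signal is the percent of cells scored E-selectin positive by PE staining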
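Test system – human umbilical vein endothelial cells (HUVEC), E-selectin induction · Input – 3,000 HUVEC seeded per well · Buffer or medium – EGM-2, gelatin · Compound dosing – single-point compound dose · Detection – immunofluorescence imaging · Measure – percent E-selectin-positive cells · Controls – TNF-alpha high, DMSO low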
Casp6 inh = caspase-6 (human) enzyme inhibition; P55212; purified caspase-6, Z-VEID-R110 cleavage fluorescence; inhibition, % at 12.5 µM; hit rate 0.53% among 350,000; AID 686996;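 active = mean inhibition across replicates at least about 35%, with every replicate also reaching that limit, limit read from the data; inconclusive = only one of the two criteria met; inactive = neither criterion met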;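 note: 0% = median of neutral control wells and 100% = no fluorescence left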
Target sequence (P55212 24-179 limits assumed): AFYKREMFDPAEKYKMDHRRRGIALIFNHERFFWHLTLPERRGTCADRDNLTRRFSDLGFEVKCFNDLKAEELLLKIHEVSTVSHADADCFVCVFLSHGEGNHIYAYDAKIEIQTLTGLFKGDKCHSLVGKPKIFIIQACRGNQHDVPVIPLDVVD
Target sequence (P55212 194-293 limits assumed): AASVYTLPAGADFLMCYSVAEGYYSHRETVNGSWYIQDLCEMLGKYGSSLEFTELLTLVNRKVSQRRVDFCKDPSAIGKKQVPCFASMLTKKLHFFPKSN
INS-1E GSIS act = primary screen for activators of insulin secretion dependent on glucose, INS-1E cells, GLuc reporter luminescence. INS-1E GLuc reporter insulin secretion, 2-3 h. activation, % at 16.6 µM. hit rate 0.61% among 370,000. AID 743287;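 active = lowest replicate activation of at least 40%, so every replicate reaches that level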;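 note: 0% = median of neutral control wells and 100% = median of IBMX positive control wells; some compounds called inactive have numbers as strong as hits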
DENV2 CPE = protects cells from dengue virus 2 cytopathic effect | DENV2-infected cells, cytopathic effect rescue, plate reader | hit rate 1.7% among 350,000 | AID 651640 | CPE inhibition, % at 9.99 µM; in the data active = CPE inhibition above about 20%, passing the limit was not always enough; inconclusive = no clear call, values can overlap the other calls; tested in BHK-21 cells;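 note: 0% = median of neutral control wells and 100% = median of positive control wells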
Xi reactivation = X-chromosome reactivation activator | XiGFP mouse fibroblasts, % GFP-positive cells imaging, 3 d; cells co-treated with 5-aza-dC sensitizer; scaled so ellipticine positive control = 100% | activation, % at 7.58 µM | hit rate 0.055% among 360,000;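 active = mean normalized replicate activation at least 10% and every replicate at or above 10%; inconclusive = only one of the two criteria met; inactive = mean below 10% and not all replicates reach 10%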;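 note: 0% = median of on-plate neutral control wells and 100% = ellipticine 6 µM median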
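System: 68-5-11 XiGFP fibroblast line | Buffer or medium: DMEM containing 5-aza-dC | Compound: Single point | Times: Compounds 3 days, fix/stain 15 min at room temperature | Benchmarks: Positive control ellipticine, 6 µM final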
CFTR F508del cor = correctors of CFTR F508del function in bronchial epithelial cells | hit rate 0.36% among 350,000 | activity (quench increase), % at 7.58 µM | CFBE cells, YFP halide quenching; stimulated with forskolin plus potentiator P3; % fluorescence drop versus neutral controls;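 active = mean added fluorescence quench of at least 8% versus neutral control, with both replicates also reaching 8%; inconclusive = only one of the mean or replicate conditions met; inactive = mean below 8% and not both replicates reaching 8%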;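 note: cells transiently co-express mutant CFTR-F508del with the halide-sensitive YFP; corrector assay measuring rescue of mutant channel to the surface after 24 h compound exposure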
RAD52 anneal inh = inhibitors of human RAD52 DNA annealing | P43351 | recombinant RAD52 DNA annealing, FRET fluorescence | inhibition, % at 18.7 µM | hit rate 0.46% among 360,000;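 active = every replicate showing at least 50% inhibition; inconclusive = mean inhibition at least 50% but not in every replicate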
RAD54 inh = RAD54 (human) branch migration inhibition | Q92698 | RAD54 Holliday junction branch migration, FAM/BHQ fluorescence | inhibition, % at 10.4 µM | hit rate 0.14% among 360,000 | AID 602329;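 active = mean normalized replicate activity at least 40 and at least half of replicates scoring 40 or more; inconclusive = only one of the two criteria met; inactive = mean below 40 and under half of replicates reaching 40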;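 note: 0% = median of neutral control wells and 100% = median of positive control wells; inhibitors cause a drop in the FAM fluorescence signal; in these data hits start at about 50%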
Target sequence (Q92698 whole entry, looked up): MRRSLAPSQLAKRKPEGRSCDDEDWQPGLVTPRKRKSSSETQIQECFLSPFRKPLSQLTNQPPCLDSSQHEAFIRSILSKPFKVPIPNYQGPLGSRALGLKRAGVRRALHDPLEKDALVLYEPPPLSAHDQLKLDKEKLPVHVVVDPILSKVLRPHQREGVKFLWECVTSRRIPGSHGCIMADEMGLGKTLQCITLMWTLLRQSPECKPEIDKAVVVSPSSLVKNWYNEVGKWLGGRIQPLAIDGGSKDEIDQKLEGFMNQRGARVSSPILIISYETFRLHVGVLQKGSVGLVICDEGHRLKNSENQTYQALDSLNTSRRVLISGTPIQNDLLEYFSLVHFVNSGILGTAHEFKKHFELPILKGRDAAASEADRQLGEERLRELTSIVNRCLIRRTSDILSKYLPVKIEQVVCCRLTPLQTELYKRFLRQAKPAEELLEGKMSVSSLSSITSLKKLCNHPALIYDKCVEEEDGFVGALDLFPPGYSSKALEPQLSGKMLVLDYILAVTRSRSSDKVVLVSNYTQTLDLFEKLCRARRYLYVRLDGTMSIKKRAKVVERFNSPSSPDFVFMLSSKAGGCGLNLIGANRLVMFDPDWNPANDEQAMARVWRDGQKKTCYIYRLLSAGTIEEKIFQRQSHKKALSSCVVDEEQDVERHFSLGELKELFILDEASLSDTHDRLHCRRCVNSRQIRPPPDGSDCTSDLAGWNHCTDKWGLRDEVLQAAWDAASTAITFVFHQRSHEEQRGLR
Numbers without * were called inactive; ? = inconclusive; · = no result given.

canonical_smiles	E-sel inducer	Casp6 inh	INS-1E GSIS act	DENV2 CPE	Xi reactivation	CFTR F508del cor	RAD52 anneal inh	RAD54 inh
COc1ccc2c3c([nH]c2c1)[C@@H](CO)N(Cc1ccccc1OC)CC31CN(C)C1	-0.2	·	5	-6	0.3	-1.1	24	·
CCCNC(=O)[C@H]1[C@H](CO)[C@H]2Cn3c(ccc(-c4cccc(F)c4)c3=O)[C@@H]1N2C(=O)c1ccccn1	-0.2	-5	-3	-4	0.5	-0.5	-15	8
O=C(CNC1CCCC1)Nc1cc(Cl)ccc1[N+](=O)[O-]	-0.3	-1	7	-3	-0.1	-1.5	-4	9
c1ccc(-c2nc3c4ccccc4ccn3c2CN2CCCCC2)cc1	0.3	2	2	-1	·	5.4	-12	·
CCN(CC(=O)Nc1ccc(NC(C)=O)cc1)C(=O)c1ccc2c(c1)S(=O)(=O)N=C1CCCCCN12	·	1	15	2	0.0	1.8	-9	0
COc1cccc(NC(=O)C[C@@H]2CC[C@H]3[C@H](COc4ccc(NC(C)=O)cc4C(=O)N3C)O2)c1	0.0	1	-4	-2	0.0	-0.7	-4	-10
Cc1nc(NNC(=O)c2ccc([N+](=O)[O-])cc2)cc(-c2ccccc2)n1	0.1	3	-20	-2	-0.1	-2.0	-11	0
O=C1/C(=C/c2ccco2)SC(=S)N1CCC(=O)N1CCCCC1CCO (centres undefined)	·	11	23	-1	0.0	-0.9	-57	7
COc1ccc(OC)c(Nc2nc3nonc3nc2N2CCCC(C)C2)c1 (centres undefined)	19	-2	-1	-10	0.2	-0.2	-27	·
CC1CCCCC1NC(=O)CN1C(=O)NC(C)(c2cc(F)ccc2F)C1=O (centres undefined)	1.6	0	-5	-1	0.1	-2.9	-1	-3
CCCCOc1ccc(CSc2nnc(C)n2N)cc1[N+](=O)[O-]	·	-2	-8	1	0.0	-2.0	-10	·
O=C(Nc1ccccc1F)N1CCCCN2[C@@H](CO)[C@H](c3ccc(C4=CCCC4)cc3)[C@@H]2C1	-0.6	·	-30	·	-0.1	-2.3	·	-1
COc1ccc2cc(C(N)=O)/c(=N\NC(=O)c3ccccc3)oc2c1	-1.6	0	7	5	0.0	1.4	-13	0
CCc1cc(=O)oc2c(C)c(OC(C)C(=O)NCCCn3ccnc3)ccc12 (centres undefined)	·	-5	10	-1	0.0	3.7	2	0
O=C(Nc1nnc(Cc2ccc(Cl)cc2)s1)c1cccnc1	·	0	2	3	-0.1	·	-38	·
C[C@@H]1CN([C@H](C)CO)C(=O)CCCn2cc(nn2)CO[C@@H]1CN(C)S(=O)(=O)c1cccc(F)c1	-0.1	-1	12	4	-0.5	-1.6	4	-1
C[C@H]1CCCCO[C@H](CN(C)C(=O)NC2CCCCC2)[C@@H](C)CN([C@@H](C)CO)C(=O)c2cc(NS(=O)(=O)c3cn(C)cn3)ccc2O1	0.7	-1	2	-1	0.1	2.3	-2	-2
COc1ccc2c3c([nH]c2c1)[C@@H](CO)N(C(=O)CN1CCOCC1)CC31CN(CC2CCCC2)C1	-0.4	-1	5	11	0.6	-1.7	15	·
O=S(=O)(c1ccc(=S)[nH]c1)N1CCCCC1	·	-1	·	2	0.2	3.3	3	5
CN1C(=O)c2cc(NS(=O)(=O)c3cccc(F)c3)ccc2OC[C@H]2O[C@H](CC(=O)O)CC[C@@H]21	0.1	5	1	11	0.2	1.1	0	-2
CC(Oc1ccccc1F)c1nnc(SCC(=O)c2c(N)n(C3CC3)c(=O)[nH]c2=O)o1 (centres undefined)	-0.6	-3	20	?	0.1	1.2	-13	7
Cc1ccc(S(=O)(=O)NC(CC(C)C)C(=O)Oc2ccc3c4c(c(=O)oc3c2)CCC4)cc1 (centres undefined)	·	1	-2	12	·	0.9	10	0
COc1ccc2c3c([nH]c2c1)[C@H](CO)N(C)CC31CN(S(=O)(=O)c2ccc(C)cc2)C1	-0.5	·	21	1	0.0	-0.2	11	·
CO[C@H]1CN(C)C(=O)c2ccc(NC(=O)NC(C)C)cc2OC[C@@H](C)N(C(=O)CN(C)C)C[C@@H]1C	0.2	-1	-3	13	0.0	2.3	-12	6
CO[C@@H]1CN(C)C(=O)c2ccc(NS(C)(=O)=O)cc2OC[C@H](C)N(Cc2ccccn2)C[C@@H]1C	3.3	·	5	·	-0.2	0.2	·	-7
O=[N+]([O-])c1cccc(-c2ccc3nnc(SCc4ccccn4)n3n2)c1	·	4	7	3	-0.1	0.4	-19	·
Cc1nc(-c2ccc(F)cc2)c(CC(=O)Nc2cc(S(=O)(=O)N3CCCCC3)ccc2C)s1	-1.1	5	-14	0	0.0	0.1	-40	-7
Cc1ccc(NC(=O)CN(C)S(=O)(=O)c2ccc3c(c2)c(=O)n(C)c(=O)n3C)cc1	·	3	23	8	0.4	-1.5	-10	-4
O=C(CC[C@H]1O[C@@H](n2ccc(=O)[nH]c2=O)[C@H](O)[C@@H]1O)N[C@H](Cc1ccccc1)C(=O)NCc1ccc2c(c1)OCO2	1.2	-6	5	17	-0.1	1.2	1	5
CC1=C(C(=O)OCc2ccccc2)C(c2cccc([N+](=O)[O-])c2)NC(=O)N1C (centres undefined)	2.8	4	-19	5	0.1	-0.6	-14	-2
C[C@@H]1CN([C@@H](C)CO)S(=O)(=O)c2ccc(C#Cc3cccc(F)c3)cc2O[C@@H]1CN(C)C	-0.3	2	-5	0	-0.3	-1.1	22	3
Cc1cccc(OCC(=O)N(Cc2ccc(N(C)C)cc2)C2CCS(=O)(=O)C2)c1 (centres undefined)	14	-1	-2	-6	0.0	0.0	-17	-1
O=C(CN1CCN(S(=O)(=O)c2ccccc2)CC1)NC(=O)NCc1ccco1	-0.8	4	-1	-6	0.1	2.2	-1	-1
Nc1[nH]c(C(=O)c2ccccc2)c(-c2cc(F)ccc2Br)c1C(=O)NCCc1c[nH]c2ccccc12	-0.3	-2	-19	29*	0.8	3.3	-8	·
O=C(c1cccnc1)N1N=C(C2CCCCC2)CC1(O)C(F)(F)F (centres undefined)	·	1	25	-6	0.0	1.6	-13	·
COc1ccccc1CN1[C@@H](CO)[C@@H]2c3ccccc3N(C(=O)C3CCOCC3)C[C@@H]21	0.2	-1	13	?	0.0	-3.7	-2	0
O=C(NCC(=O)N1CC(O)CC1C(=O)N1CCCC1C(=O)OCc1ccccc1)OCc1ccccc1 (centres undefined)	-0.2	0	8	2	-0.7	-2.3	3	·
COc1ccccc1S(=O)(=O)Cc1ccc(C(=O)NCCCN2CCN(c3ccc(F)cc3)CC2)o1	·	·	15	11	0.0	5.4	-21	·
CC(C)NC(=O)Nc1ccc2c(c1)C(=O)N([C@H](C)CO)C[C@H](C)[C@@H](CN(C)Cc1ccncc1)OCCCC[C@@H](C)O2	0.0	0	13	-5	0.0	1.4	0	3
O=C(NCc1ccc(F)cc1)C1CCCN(S(=O)(=O)c2ccc(Br)s2)C1 (centres undefined)	·	-8	-17	-1	0.1	-0.1	5	12
Cc1ccc(OCC(=O)NCCNC(=O)c2cnccn2)cc1	0.1	-1	18	-3	0.1	0.5	-7	-3
O=C(CCNC(=O)c1ccccc1Cl)Nc1nnc(C2CC2)s1	-0.7	7	8	3	3.1	2.8	-2	·
C[C@H](NC(=O)c1ccc2ccccc2c1)C(=O)N1CCC2(CC1)NCCc1[nH]cnc12	·	-4	6	-1	0.1	0.8	-5	12
C[C@@H]1CN([C@@H](C)CO)C(=O)c2cccc(NC(=O)c3nc4ccccc4s3)c2O[C@@H]1CN(C)C(=O)Nc1cccc2ccccc12	0.0	4	-3	?	-0.9	1.5	-17	10
C[C@@H](NC(=O)C[C@@H]1CC[C@@H]2[C@H](COC[C@H](O)CN2Cc2cc(F)ccc2F)O1)c1ccccc1	0.4	-5	-6	·	-0.1	-0.7	4	1
CCN(Cc1ccccc1)C(=O)C(=O)c1cn(CC(=O)N2CCCC2)c2ccccc12	-0.1	0	15	-1	0.0	-3.1	-30	5
C[C@H]1CN([C@@H](C)CO)C(=O)c2cc(NC(=O)CCC(F)(F)F)ccc2O[C@H]1CN(C)C(=O)Nc1ccc2c(c1)OCO2	-4.3	1	-7	7	-0.8	-0.1	-4	5
COc1cccc(CNC(=O)C2CCC(=O)N(C3CC3)C2)c1OC (centres undefined)	0.3	0	3	11	0.0	-0.5	-3	8
C[C@@H]1CN([C@@H](C)CO)C(=O)c2cc(NS(C)(=O)=O)ccc2O[C@@H]1CN(C)S(=O)(=O)c1ccc(Cl)cc1	-3.1	·	0	·	-0.1	-0.1	·	·
CC(C)(CNC(=O)c1ccc(S(=O)(=O)Nc2ccc(Cl)cc2)cc1)N1CCOCC1	·	-2	-4	-5	-0.5	-1.5	-9	-1
Cn1c(O)c(N=Nc2ccc(F)cc2)c2ccccc21	15	-1	5	9	0.0	1.3	-2	3
COc1ccc(NC(=O)N(C)C[C@@H]2Oc3c(NS(=O)(=O)c4ccccc4)cccc3C(=O)N([C@@H](C)CO)C[C@@H]2C)cc1	-0.5	·	-9	·	-0.1	1.5	·	·
CC(C)CN1CCC(=O)NC1=S	5.2	-3	18	0	0.1	2.5	-3	-2
CC(C)(C)NC(=S)N/N=C/c1cccnc1	0.0	-5	-2	15	0.2	-3.7	-12	·
Cc1ccc(S(=O)(=O)NCCc2nnc3ccc(SCC(=O)Nc4nc(C)cs4)nn23)cc1	0.6	2	0	-2	1.0	·	-46	·
O=C(O)CCN(Cc1ccccc1)S(=O)(=O)c1c(Cl)cccc1Cl	0.0	-1	-2	-3	0.0	3.1	-10	-9
S=c1[nH]nc(COc2ccc(Cl)cc2)n1Cc1ccccc1	-0.1	2	13	-7	0.1	4.5	-11	·
O=C(c1ccc2c(c1)N(Cc1ccc(F)cc1)CCS2)N1CCOCC1	·	5	4	7	0.0	0.6	-10	-9
COc1ccccc1NS(=O)(=O)c1cc(NC(=O)C(C)C)ccc1N1CCCCC1	1.1	0	1	-4	0.0	1.8	-12	·
C=CC[C@@H](CC(=O)N[C@H](CO)Cc1ccccc1)C(=O)N[C@@H](COC(=O)[C@@H](CC=C)CC(=O)OC(C)(C)C)Cc1c[nH]c2ccccc12	0.0	-6	·	13	1.0	0.7	-2	-2
NC(=O)CC(NC(=O)c1ccccc1)c1ccc(N2CCC(Cc3ccccc3)CC2)c([N+](=O)[O-])c1 (centres undefined)	-0.3	-1	-7	?	0.2	1.1	5	2
c1ccc(-c2ccccn2)nc1	0.0	0	20	-1	0.0	2.6	-10	-5
COc1ccc(-c2cc(=O)oc3cc(OCC(=O)N(C)C)ccc23)cc1	·	1	-1	-3	0.2	-1.0	1	-2

An unsorted share of the library. About 3.7% of those tested had a hit in this group.
